Compound activity deposited in PubChem BioAssay by several laboratories.
MrgX1 agonist = human MrgX1 receptor agonism, primary screen. Q96LB2. hit rate 0.44% among 310,000. B-score at 10 µM. MrgX1-HEK293 cells, Fluo-4 calcium fluorescence, agonist mode; active compounds read high;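 active means calcium response B-score plate-corrected fluorescence ratio at least 3 library SD, with starting fluorescence B-score inside 5 SD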
Target sequence (Q96LB2 whole entry, looked up): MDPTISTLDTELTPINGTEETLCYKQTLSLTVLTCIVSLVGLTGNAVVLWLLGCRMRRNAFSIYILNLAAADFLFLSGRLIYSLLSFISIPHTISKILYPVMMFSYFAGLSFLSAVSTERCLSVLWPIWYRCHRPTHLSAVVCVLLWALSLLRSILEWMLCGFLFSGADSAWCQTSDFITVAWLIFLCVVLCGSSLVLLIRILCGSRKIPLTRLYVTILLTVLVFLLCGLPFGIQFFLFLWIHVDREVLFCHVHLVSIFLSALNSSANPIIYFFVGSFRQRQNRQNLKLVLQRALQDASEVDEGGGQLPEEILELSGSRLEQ
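Assay system: MrgX1-expressing HEK293 cells / Amount: fifteen thousand cells per well / Doses: test compound in the initial addition of three / Timing: cells plated overnight, dye loaded 0.5 h 37 °C, 0.5 h room temperature / Technique: kinetic calcium dye fluorescence, Fluo-4 NW / Control set: positive and negative controls per plate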
TRPC4 agonist = opens the mouse TRPC4 cation channel; Q9QUQ5; HEK293 TRPC4beta/mu-opioid, Fluo4 calcium fluorescence; active compounds read high; B-score at 10 µM; hit rate 0.49% among 310,000; AID 2237;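 active means B-score above 5 SD of library B-scores, and initial fluorescence ratio not above library mean plus 5 SD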;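 further: positive B-score marks a calcium rise read as TRPC4 activation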
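Technique: kinetic Fluo4 calcium fluorescence; Test system: TRPC4beta and mu-opioid receptor HEK293 stable cells; Measure: B-scored integrated calcium fluorescence ratio; Benchmarks: low control buffer alone, high control maximal DAMGO; Schedule: 45 min room-temperature Fluo4 loading, 110 s read.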
MrgX1 antagonist = human MrgX1 receptor antagonism, primary screen. Q96LB2. MRGX1-HEK293 calcium flux, Fluo-4, BAM8-22 antagonism; active compounds read low. B-score at 10 µM. hit rate 1.3% among 310,000. AID 588676;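 active means calcium-response B-score plate-corrected more than 3 library SD below zero, starting fluorescence within 5 deviations, no agonist response on first addition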;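 further: peak minus trough fluorescence over baseline after final BAM8-22 challenge near maximal dose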
SKKanGAS inh = SKKanGAS growth inhibition | S. pyogenes SKKanGAS, kanamycin growth, BacTiter-Glo, 6 h | inhibition, % at 7.5 µM | hit rate 1.3% among 300,000;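 active means mean replicate score, as percent of positive control median, at least 50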;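 further: strain carries kanamycin resistance gene driven by streptokinase promoter and grows in 40 µg/ml kanamycin; loss of luminescence reflects streptokinase promoter inhibition or plain growth inhibition; 0% = median of DMSO wells and 100% = positive control at its reference dose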
TRPC6 act = mouse TRPC6 channel activation; B-score at 10 µM; hit rate 0.13% among 310,000; Q61143; AID 2550; HEK293-TRPC6 membrane potential dye fluorescence; active compounds read high;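 active means B-score of the integrated fluorescence ratio above library mean plus 3 SD, and starting fluorescence ratio within library mean plus 5 SD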;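 further: higher score means more depolarization so channel activation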
TRPC4 potent = TRPC4 (mouse) allosteric potentiation | Q9QUQ5 | HEK293 TRPC4beta/mu-opioid, DAMGO EC20, Fluo-4 Ca2+ flux; active compounds read high | B-score at 10 µM | hit rate 0.42% among 310,000 | AID 2227;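 active means B-score of calcium response area above 5 SD of library B-scores, with initial fluorescence ratio within 5 SD of library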;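 further: B-score of integrated fluorescence ratio over time as area under calcium response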
TRPC4 inh = TRPC4 (mouse) channel inhibition. Q9QUQ5. HEK293 TRPC4beta/mu-opioid, DAMGO-evoked Fluo4 calcium flux; active compounds read low. B-score at 10 µM. hit rate 0.39% among 300,000;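 active means B-score over 3 SD under the library average, no early fluorescence shift, positive overall ratio signal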
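material = TRPC4beta/mu-opioid receptor HEK293 cell line | probe or stimulus = sequential submaximal and maximal DAMGO stimulation | compound dosing = one concentration per compound | measured by = Fluo4 Ca2+ flux fluorescence | evaluation = integrated fluorescence ratio relative to baseline, converted to per-well B score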
ANO1 activ = mouse TMEM16A channel activation, primary screen. Q8BHY3. HEK293 TMEM16A/YFP-H148Q/I152L, iodide quench fluorescence; active compounds read low. B-score at 10 µM. hit rate 0.3% among 340,000;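 active means fluorescence-ratio B-score plate-corrected deviation score at least 3 library SD below zero, with starting fluorescence score within 5 deviations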;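 further: channel opened by trigger with iodide after compound preincubation; score built on the fluorescence ratio of max minus min over baseline; more negative score means more quench and so TMEM16A activation or potentiation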
TRPC6 inhibitor = blocks the mouse TRPC6 cation channel | Q61143 | HEK293-TRPC6, membrane potential dye, ACh-evoked depolarization; active compounds read low | B-score at 10 µM | hit rate 1.1% among 310,000 | AID 2553;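 active means B-score under library mean minus 3 SD, initial fluorescence not abnormally high, positive integrated signal ratio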;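 further: B-score derived from integrated fluorescence ratio over the kinetic read; more negative B-score means stronger inhibition of depolarization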
ANO1 block = inhibitors of mouse TMEM16A calcium-activated chloride channel. Q8BHY3. HEK293 TMEM16A/YFP iodide influx fluorescence, ionomycin. hit rate 1.2% among 310,000. normalized B-score (activity score, 25-100; higher = stronger inhibition) at 10 µM;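 active means ratio plate-corrected score three or more library SD toward inhibition, starting fluorescence score within five deviations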;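 further: score derived from kinetic fluorescence span divided by baseline fluorescence per well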
MrgX1 allo act = human MrgX1 positive allosteric modulation, primary screen; Q96LB2; MrgX1-HEK293, Fluo-4 calcium flux, FDSS; active compounds read high; B-score at 10 µM; hit rate 0.63% among 310,000; AID 588675;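 active means plate-corrected calcium response at least 3 library SD above typical, normal starting fluorescence, not activating the receptor alone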;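 further: compound read alongside a low EC10 to EC30 dose of BAM8-22 agonist; peak minus trough fluorescence over baseline measured at the second addition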
The depositor's hits bear a star; i = inactive; / = not tested or not shown.

SMILES | MrgX1 agonist | TRPC4 agonist | MrgX1 antagonist | SKKanGAS inh | TRPC6 act | TRPC4 potent | TRPC4 inh | ANO1 activ | TRPC6 inhibitor | ANO1 block | MrgX1 allo act
COc1ccccc1NC(=S)N1CCN(C(=O)C2CCCO2)CC1 (configuration not stated) | i | i | i | 4 | i | i | i | i | i | i | i
COc1ccc(-c2nc3ccccc3c(C(=O)Nc3ccc(S(=O)(=O)Nc4cc(C)on4)cc3)c2C)cc1 | i | i | i | 16 | i | i | i | i | i | i | i
O=S(=O)(Nc1cc(Cl)ccc1N1CCCCC1)c1cccs1 | i | i | -13* | 8 | i | i | i | i | i | i | i
COc1ccc(CNCC(O)(c2ccccc2)c2ccc(Cl)cc2)cc1 (configuration not stated) | i | i | i | 3 | i | i | i | i | i | i | i
Cc1cc(C)n2nc(C(=O)NCC(=O)Nc3ccc(F)c(F)c3)nc2n1 | i | i | i | 0 | i | i | i | i | i | i | i
COc1ccc(CCNC(=O)CC2SC(=NCc3ccccc3OC)NC2=O)cc1 (configuration not stated) | i | i | i | -2 | i | i | i | i | i | i | i
O=C(NCCc1ccccc1)C1CCC(Cn2c(=O)c3ccccc3n(Cc3cccc(Cl)c3)c2=O)CC1 (configuration not stated) | i | i | i | / | i | i | i | i | i | i | i
C/C(=N\NC(=O)c1nnn(-c2nonc2N)c1C(C)C)c1ccncc1 | i | i | i | -3 | i | i | i | i | i | i | i
CSc1ccccc1NC(=O)c1cc(CC(C)C)on1 | i | i | i | -5 | i | i | i | i | i | i | i
COc1cccc(CN(C)C(=O)CSC(C)C(=O)Nc2cc(C)on2)c1OC (configuration not stated) | i | i | i | -1 | i | i | i | i | i | i | i
COc1ccc(CCN2C(=O)CC(Sc3ncccc3C(=O)O)C2=O)cc1OC (configuration not stated) | i | i | i | 2 | i | i | i | i | i | i | i
Cc1ccc(C)c(S(=O)(=O)N2CCN(C(=O)c3ccc(N4CCCC4)c([N+](=O)[O-])c3)CC2)c1 | i | i | i | 8 | i | i | i | i | i | i | i
NC(=O)c1c(NC(=O)CN2CCN(S(=O)(=O)c3ccccc3)CC2)sc2c1CCC2 | i | i | i | -2 | i | i | i | i | i | i | i
O=C(c1cc2ccccc2o1)N1CCN(Cc2ccccc2)CC1 | i | i | i | 0 | i | i | i | i | i | i | i
O=C(O)C1CCC(=O)N(C2CCCCC2)C1c1ccccc1Cl (configuration not stated) | i | i | i | -6 | i | i | i | i | i | i | i
COC(=O)c1ccc2c(=O)n(-c3ccc(OC)cc3)c(=S)[nH]c2c1 | i | i | i | -5 | i | i | i | i | i | i | i
COc1ccc(Cl)cc1NC(=S)NCCO | i | i | i | 16 | i | i | i | i | i | i | i
O=C(Nc1cnc2ccccn2c1=O)c1ccc(Cl)cc1 | i | i | i | 9 | i | i | i | i | i | i | i
O=C1CCCN1CCCNC(=S)Nc1ccc(Cl)cc1Cl | i | i | i | 0 | i | i | i | i | i | i | i
CC(=O)Nc1ccc(SC[C@H](CC(C)C)N2CCN(CCc3ccccc3)CCC2=O)cc1 | i | i | i | 8 | i | i | i | i | i | i | i
Cc1ccc(SCCNS(C)(=O)=O)cc1 | i | i | -5.1* | -3 | i | i | i | i | i | i | i
COc1ccc(N2CCN(Cc3cc(=O)oc4ccc5ccccc5c34)CC2)cc1 | i | i | i | 17 | i | i | i | i | i | i | i
Cc1c(S(=O)(=O)NC(C)c2ccccc2)c(=O)n(C)c(=O)n1C (configuration not stated) | i | i | i | -1 | i | i | i | i | i | i | i
O=C(c1cc(-c2ccc(F)cc2)on1)N1CCCC1 | i | i | i | -12 | i | i | i | i | i | i | i
O=C(NCc1ccccn1)C1CC(c2ccc(F)cc2)=NO1 (configuration not stated) | i | i | i | -4 | i | i | i | i | i | i | i
CC(NC(=O)c1ccnc(C(C)(C)C)c1)c1ccccc1 (configuration not stated) | i | i | i | / | i | i | i | i | i | i | i
CC(NC(=O)N1CCN(c2ccccc2F)CC1)c1ccc(F)c(F)c1 (configuration not stated) | i | i | i | 1 | i | i | i | i | i | i | i
CNC(=S)N/N=C/C1=CCC2CC1C2(C)C (configuration not stated) | i | i | i | -6 | i | i | i | i | i | i | i
CCC(C)NC(=O)NC(=O)CSc1nnc(-c2ccccc2F)n1C1CC1 (configuration not stated) | i | i | i | -9 | i | i | i | i | i | i | i
CC(OC(=O)CCN1C(=O)C2CC=CCC2C1=O)C(=O)Nc1cccc(Cl)c1 (configuration not stated) | i | i | i | 5 | i | i | i | i | i | i | i
CCOc1ccc(S(=O)(=O)Nc2cccc(Cl)c2)cc1 | i | i | i | -3 | i | i | i | i | i | i | i
c1ccc(C2=NNC(c3ccco3)=Nc3ccccc32)cc1 | i | i | i | 5 | i | i | i | i | i | i | i
Cc1ccc(NC(=O)CNC(=O)c2ccco2)nc1 | i | i | i | -3 | i | i | i | i | i | i | i
NC(=O)Nc1cccc2ccccc12 | i | i | i | -21 | i | i | i | i | i | i | i
COC(=O)c1cc(NCc2ccccc2F)ccc1N1CCOCC1 | i | i | i | / | i | i | i | i | i | i | i
CCOc1ccc(NC(=O)CN(C)C(=O)c2c(C)noc2C)cc1OCC | i | i | i | -5 | i | i | i | i | i | i | i
C/C(=N\NC(=O)c1nnn(-c2nonc2N)c1CN(C)c1ccccc1)c1ccccn1 | i | i | i | 24 | i | i | i | i | i | i | i
CC(C)OCC(O)CS(=O)(=O)Cc1ccccc1 (configuration not stated) | i | i | i | -2 | i | i | i | i | i | i | i
CSc1nnc(NC(=O)C23CC4CC(CC(C4)C2)C3)s1 | i | i | i | -1 | i | i | i | i | i | i | i
O=C(CN(Cc1ccccc1)S(=O)(=O)c1ccc2c(c1)OCCO2)Nc1ccc2c(c1)OCCO2 | i | i | i | -4 | i | i | i | i | i | i | i
CC(C)Cn1c(N)c(C(=O)COC(=O)c2cc(F)cc(F)c2)c(=O)n(C)c1=O | i | i | i | 4 | i | i | i | i | i | i | i
O=C(/C=C\NCC(=O)c1ccccc1)c1ccccc1 | i | i | i | 10 | i | i | i | i | i | i | i
CC(C(=O)Nc1ccc2c(c1)OCCO2)N1CCN(C(=O)c2ccco2)CC1 (configuration not stated) | i | i | i | -14 | i | i | i | i | i | i | i
C/C(=N\NC(=O)c1nnn(-c2nonc2N)c1-c1ccccc1)c1ccccc1O | i | i | i | 29 | i | i | i | i | i | i | i
COc1ccc(C(=O)N/N=C/C2CC=CCC2)cc1OC (configuration not stated) | i | i | i | 2 | i | i | i | i | i | i | i
Cc1cc(C)c(C(=O)CN2C(=O)NC3(CCC(C)CC3)C2=O)cc1C (configuration not stated) | i | i | i | -3 | i | i | i | i | i | i | i
Cc1n[nH]c(=O)n1-c1ccc(OCc2ccccc2)cc1 | i | i | i | 5 | i | i | i | i | i | i | i
OCC[C@H]1C[C@@H](O)[C@H](O)[C@]2(CCc3ccccc3CO2)O1 | i | / | i | / | / | / | / | i | / | i | i
CCCn1c(C(O)c2cc(OC)ccc2OC)nc2ccccc21 (configuration not stated) | i | i | i | 3 | i | i | i | i | i | i | i
Cc1ccc(C(=O)C2=C(O)C(=O)N(Cc3ccco3)C2c2ccc(N(C)C)cc2)o1 (configuration not stated) | i | i | i | 6 | i | i | i | i | i | i | i
CCC(C)Cn1c(O)cc2nn(-c3nc4ccccc4s3)c(=O)c-2c1C (configuration not stated) | i | i | i | 45 | i | i | i | i | i | i | i
COc1cccc(NC(=O)CSc2nc(=O)n(Cc3ccncc3)c3c2CCCC3)c1 | i | i | i | -10 | i | i | i | i | i | i | i
O=C(Nc1cc(S(=O)(=O)N2CCOCC2)ccc1N1CCCCC1)c1cc(-c2ccccn2)nc2ccccc12 | i | i | i | 13 | i | i | i | i | i | i | i
C/C(=N\NC(=O)c1c(Cl)c(C)nn1C)c1cccc(NC(=O)c2cccc(F)c2)c1 | i | i | i | 55* | i | i | i | i | i | i | i
CCCCCc1ccc(-c2ccc(OC)cc2)nc1 | i | i | i | -2 | i | i | i | i | i | i | i
Cc1cc(=O)oc2cc(OC(C)C(=O)NCC3CCC(C(=O)O)CC3)ccc12 (configuration not stated) | i | i | i | 2 | i | i | i | i | i | i | i
CC(=O)N/C(=C\c1ccccc1)C(=O)OCC(=O)c1ccccc1 | i | i | i | 1 | i | i | i | i | i | i | i
COc1ccc(N2C(C(C)=O)=NN(c3ccccc3)C2c2cccs2)cc1 (configuration not stated) | i | i | i | / | i | i | i | i | i | i | i
COc1ccc(S(=O)(=O)Nc2c(C)ccc3nsnc23)cc1OC | i | i | i | 2 | i | i | i | i | i | i | i
O=c1c2cc(Cl)cc(Cl)c2nc2n1CCC2 | i | i | i | 4 | i | i | i | i | i | i | i
COc1cccc(Cn2c(=O)oc3ccccc32)c1 | i | i | i | 3 | i | i | i | i | i | i | i
CCn1cnc2scc(-c3ccc(OC)cc3)c2c1=O | i | i | i | -7 | i | i | i | i | i | i | i
